Menin MLL FP TR – menin-MLL binding inhibition, Texas Red mutant peptide; O00255; Potency, µM (series often up to 61.6 µM), for inactives: at the highest dose FP activity change, negative = inhibition, most hits filed as inhibitors; Menin + Texas Red MLL mutant peptide, fluorescence polarization; AID 1768; actives 0.23% (n = 270,000); active = well fitted inhibition curve with a large enough effect in the polarisation, with a control signal flat, not every such curve was filed as active; inconclusive = small, poorly fitted or top-dose-only effect, or effect the other way, or a change in a side signal; inactive = no such curve, though single readings can be large or run the other way; the % refers to the polarisation; note: potency is the fitted concentration of half-maximal effect; % of control where 0% means no effect; many of its hits are not listed in these tables
Target sequence (O00255 whole entry, looked up): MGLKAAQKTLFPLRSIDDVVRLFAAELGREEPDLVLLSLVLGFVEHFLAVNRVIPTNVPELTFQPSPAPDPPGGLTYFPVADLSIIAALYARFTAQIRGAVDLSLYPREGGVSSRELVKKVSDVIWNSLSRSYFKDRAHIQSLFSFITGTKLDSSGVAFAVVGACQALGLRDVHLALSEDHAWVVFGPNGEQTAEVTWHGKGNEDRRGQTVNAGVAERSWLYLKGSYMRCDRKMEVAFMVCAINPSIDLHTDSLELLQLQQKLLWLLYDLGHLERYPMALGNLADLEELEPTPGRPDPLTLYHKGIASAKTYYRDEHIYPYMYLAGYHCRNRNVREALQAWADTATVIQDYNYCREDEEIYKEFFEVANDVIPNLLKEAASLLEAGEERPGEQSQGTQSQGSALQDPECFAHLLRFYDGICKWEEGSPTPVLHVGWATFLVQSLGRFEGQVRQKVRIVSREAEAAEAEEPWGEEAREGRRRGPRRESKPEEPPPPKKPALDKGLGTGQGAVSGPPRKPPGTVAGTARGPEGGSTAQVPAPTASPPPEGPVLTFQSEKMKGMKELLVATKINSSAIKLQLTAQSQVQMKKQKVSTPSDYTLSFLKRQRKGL
Rab9 prom act – Rab9 promoter activation; Huh7 Rab9 promoter-luciferase reporter, luminescence, 24 h; actives 2.8% (n = 320,000); Potency, µM (highest dose often 9.22 µM), inactives show top-dose activation, negative = inhibition, hits mostly activators; note: potency is the fitted concentration of half-maximal effect; % of control where 0% means no effect; nearly all actives have a fitted effect of over 60% in size
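Huh7 reporter line, Rab9 promoter upstream of luciferase. Compound exposure 24 h at 37 °C in reduced-serum medium with 10% FBS. Read-out: luminescence.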
MBNL1 CUG block – MBNL1-poly(CUG) RNA binding inhibition; Potency, µM (highest dose often 57.5 µM), for inactives: at the top dose activity change, negative = inhibition, hits mostly inhibitors; Q9NR56; TR-FRET MBNL1-His/biotin-(CUG)12 binding, 665/545 ratio; AID 2675; actives 0.036% (n = 280,000); active = well fitted inhibition curve with a large enough effect in the signal ratio, with a control signal flat, not every such curve was filed as active; inconclusive = small, poorly fitted or top-dose-only effect, or effect the other way, or a change in a side signal; inactive = no such curve, though single readings can be large or run the other way; the % refers to the signal ratio; note: potency is the fitted concentration of half-maximal effect; % is set by controls: 0 for no effect and ±100 for the full control effect
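TR-FRET between His-tagged MBNL1 and biotin-(CUG)12 RNA, detected with Tb anti-His antibody (0.055 ng/ul) and streptavidin-XL665 (5 nM), 60 min at room temperature. Compounds titrated 92 nM to 58 uM; 665/545 nm ratio normalized to buffer and complex controls.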
PKM2 act – increases activity of human pyruvate kinase M2. P14618. purified PKM2, Kinase-Glo ATP luminescence, activation; response scale: 0% is enzyme alone, no compound. Potency, µM (highest dose often 57.5 µM), without a hit: top-dose activation, most hits filed as activators. actives 0.34% (n = 260,000). AID 1631; note: potency is the fitted concentration of half-maximal effect; % is set by controls: 0 for no effect and ±100 for the full control effect; nearly all actives have a fitted effect of over 55% in size
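hPK-M2, >95% pure; 0.1 mM ADP / 0.5 mM PEP final; imidazole pH7.2 buffer w/ 7 mM MgCl2, 50 mM KCl; 1 h RT; Kinase-Glo lum. Intermediate enzyme activity for dual inhibitor/activator qHTS.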
ELG1 repair inh – inhibitors of ELG1-dependent DNA repair in HEK293T cells. HEK293T ELG1-luciferase reporter, luminescence, 16 h; DNA damage induced by 5-fluorouridine. Potency, µM (series often up to 46.1 µM), inactives show top-dose activity change, negative = inhibition, actives largely listed as inhibitors. actives 2.3% (n = 330,000); note: potency is the fitted concentration of half-maximal effect; % is set by controls: 0 for no effect and ±100 for the full control effect; nearly all actives have a fitted effect of over 55% in size
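Overnight (16 hr) co-exposure of 2,000 cells/well to 5-fluorouridine and compound at 37 °C preceded detection. Luciferase was quantified via ONE-Glo luminescence; loss of signal denotes inhibition.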
NPC1 promoter act – activators of NPC1 promoter; Huh7 NPC1 promoter luciferase reporter, 24 h; Potency, µM (highest dose often 9.22 µM), inactives show top-dose activation, hits mostly activators; actives 2.4% (n = 320,000);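 note: potency is the fitted concentration of half-maximal effect; % of control where 0% means no effect; nearly all actives have a fitted effect of over 60% in size; reporter is driven by a mutant NPC1 promoter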
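Luciferase expression driven by the NPC1 promoter was measured in stably transfected Huh7 cells after a 24 h compound incubation, using a luciferase reagent and a luminescence read.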
FLuc counter – counter-screen for miR-21 project: firefly luciferase inhibitors or activators; P08659; purified FLuc, Km substrates, luminescence inhibition; Potency, µM (top dose mostly 57.5 µM), for the others: at the top dose activity change, negative = inhibition, most hits filed as inhibitors; actives 6.9% (n = 360,000); AID 588342;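 note: potency is the fitted concentration of half-maximal effect; plate controls were vehicle for no effect and reference inhibitor for full effect; nearly all actives have a fitted effect of over 55% in size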
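Purified P. pyralis luciferase, 10 nM final, with Km-level 10 uM D-luciferin and 10 uM ATP in 50 mM Tris acetate pH 7.5, 10 mM Mg acetate, 0.01% Tween-20, 0.05% BSA; 6-point qHTS titration about 60 µM downward; luminescence read.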
RORg inh – inhibitors of mouse ROR gamma transcriptional activity. Potency, µM (top dose mostly 53.6 µM), for the others: at the top dose activity change, negative = inhibition, hits mostly inhibitors. Drosophila S2 Gal4-RORgamma UAS-luciferase reporter, 20 h. P51450. actives 5.4% (n = 310,000); note: potency is the fitted concentration of half-maximal effect; % is set by controls: 0 for no effect and ±100 for the full control effect; nearly all actives have a fitted effect of over 60% in size
Target sequence (P51450 whole entry, looked up, the tested form may be a part): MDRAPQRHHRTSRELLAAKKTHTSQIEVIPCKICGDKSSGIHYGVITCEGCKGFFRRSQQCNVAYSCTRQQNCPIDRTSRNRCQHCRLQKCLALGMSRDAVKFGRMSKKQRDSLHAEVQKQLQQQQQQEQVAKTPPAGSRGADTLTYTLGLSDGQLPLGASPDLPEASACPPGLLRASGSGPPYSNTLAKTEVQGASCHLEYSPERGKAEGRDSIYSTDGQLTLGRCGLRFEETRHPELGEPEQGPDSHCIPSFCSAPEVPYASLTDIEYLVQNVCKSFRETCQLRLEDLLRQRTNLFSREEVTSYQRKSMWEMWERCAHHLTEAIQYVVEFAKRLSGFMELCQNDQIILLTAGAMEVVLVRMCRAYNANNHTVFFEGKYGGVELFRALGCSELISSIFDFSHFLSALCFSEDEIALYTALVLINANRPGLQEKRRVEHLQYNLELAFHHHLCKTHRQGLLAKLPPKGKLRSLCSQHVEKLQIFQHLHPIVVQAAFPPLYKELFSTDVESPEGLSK
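A Gal4/UAS one-hybrid system in insect cells: metallothionein-promoter Gal4–ROR gamma fusion plus Photinus luciferase reporter. Copper sulfate 700 uM final, 20 hr ambient incubation, luminescent detection after 10 min with reagent.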
Mito fusion act – blocks mitochondrial division or promotes mitochondrial fusion; S. cerevisiae fusion-defective mutant growth rescue, CellTiterGlo 48 h; Potency, µM (doses to about 46.1 µM), for the others: at the top dose growth rescue (activation), most hits filed as activators; actives 0.23% (n = 320,000); AID 485298;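 note: potency is the fitted concentration of half-maximal effect; % of control where 0% means no effect; nearly all actives have a fitted effect of over 45% in size; temperature-sensitive fusion mutants such as fzo1-1 at 37 °C on non-fermentable ethanol glycerol medium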
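Read-out: ATP-based luminescence (CellTiterGlo, 10 min ambient) reporting growth of fusion-defective ts yeast after 48 hours at 37C on glycerol/ethanol YPEG medium in the presence of compound.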
KCNH2 3.1 block – inhibitors of human KCNH2 3.1 potassium channel isoform. U2OS KCNH2 3.1, thallium flux FluxOr; active compounds read low. activity change, % (tested at about 1.8 µM). actives 0.95% (n = 340,000). AID 720553;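 active = maximum activity change below -70%; inconclusive = maximum activity change from -70% to -50%; inactive = maximum activity change above -50%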;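 note: thallium influx rate constant from kinetic fluorescence after stimulation buffer; % is set by controls: 0 for no effect and ±100 for the full control effect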
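Thallium flux via FluxOr fluorescence (Red40 quencher, 45 min loading) in U2OS cells virally expressing the KCNH2 3.1 isoform (1.77 x 10^8 /mL virus, overnight at 37 C). Rate constants from 2-min kinetic reads post-stimulation, normalised to positive and negative controls.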
VP16 counter – counter-screen for ROR gamma inhibitors: Gal4-VP16 reporter | Drosophila S2 Gal4-VP16 UAS-luciferase, luminescence, 20 h | Potency, µM (highest dose often 53.6 µM), for the others: at the highest dose activity, negative = inhibition, hits mostly inhibitors | actives 3.5% (n = 310,000) | AID 2546;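 note: Gal4-VP16 expression switched on by copper sulfate through the metallothionein promoter; potency is the fitted concentration of half-maximal effect; % is set by controls: 0 for no effect and ±100 for the full control effect; nearly all actives have a fitted effect of over 50% in size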
Numbers without * were called inactive; ? = inconclusive; nt = not tested or not shown; & = joins results of further samples; [ ] = dose if it differs, or a comment. Unless noted, calls come from the whole dose curve; as a rule, active = well fitted curve in the direction sought with a large enough effect; inconclusive = small, poorly fitted or top-dose-only effect, or another doubt; inactive = no such curve, though single readings can be large; an effect the other way counts as inactive or inconclusive. Some of the compounds tested; the hit share may differ from the screen's.

SMILES | Menin MLL FP TR | Rab9 prom act | MBNL1 CUG block | PKM2 act | ELG1 repair inh | NPC1 promoter act | FLuc counter | RORg inh | Mito fusion act | KCNH2 3.1 block | VP16 counter
COc1cccc(-c2noc(C3CCCN(C(=O)CC(C)(C)C)C3)n2)c1 (stereo not given) | -15% | -3% | -9% | 19% | -11% | -8% | 1% | 10% | 0% | -22 | 10%
Cc1ccccc1CNC(=O)COc1ccccc1 | 28% | 21% | 2% | -1% | 28% | 11% | -16% | 1%[1.91 µM] | -3% | 0 | 24%
Brc1ccc(NC(c2ccccc2)c2ccncc2)cc1 (stereo not given) | -9% | -2%[1.84 µM] | 3% | nt | -23% | 3% | 0% | 2% | -8% | -12 | -3%
Cn1c(SCc2c(Cl)cccc2Cl)nnc1-c1cccs1 | -9% | 11% | -2% | 3% | ? | 7% | ? | 29% | 3% | -13 | 22%
CNS(=O)(=O)c1ccc(Oc2ccc(S(=O)(=O)NC)cc2)cc1 | 12% | 1% | 1% | 1% | ? | 0% | 2% | -31% | -1% | -3 | ?
CC(C)(C)NC(=O)Cn1nnc(-c2cccs2)n1 | 17% | 29% | 4% | -5% | ? | 15% | -12% | -6% | -3% | 4 | 11%
O=C(O)CCCCCCC1C(=O)NC(=O)N1CCC(O)C1CCCCC1 (stereo not given) | -5% | 1% | ? | -13% | 26% | -1% | 2% | -13% | 5% | -2 | 3%
CCOc1ccc(Cc2c(C)[nH]c3ccc(C(=O)O)cc3c2=S)cc1 | 19% | 6% | 25% | -1%[11.5 µM] | -12% | 1% | -1% | 8% | 2% | -8 | 0%
N/C(=N\OC(=O)c1cccc(C(F)(F)F)c1)c1cnccn1 | nt | 17% | -3% | -9% | ? | 21% | ? | 20% | 3% | -1 | 24%
CCn1c(SCC(=O)Nc2cc(OC)ccc2OC)nc2c(c1=O)SCC2 | nt | -4% | 10% | -3% | 7% | -2% | 5% | 16% | -6% | 0 | -17%
CC(C)(C)NC(=S)N/N=C/c1c(Cl)cccc1Cl | nt | -3% | -19% | -9% | ? | -3% | -1% | 4.5µM* | 0% | 17 | 5µM*
CC(=O)Nc1ccc(S(=O)(=O)Nc2cccc(-c3csc(C)n3)c2)cc1 | 17% | -10% | -10% | 2% | ? | -6% | -8% | ? | 2% | 13 | -28%
Cc1ccc(SCc2ccc(C(=O)NCc3cccnc3)cc2)cc1 | -17% | -9% | nt | -4% | 7% | -4% | -9% | ? | 6% | -5 | ?
CC(=O)Nc1ccc(S(=O)(=O)c2ccc(N)cc2)cc1 | -14%&-1% | -2% | -3% | ? | ? | -1% | 2% | 18%&16% | -1% | -4 | 4%&-9%
Cc1ccc(OC(=O)COc2ccccc2)c(-n2nc3ccccc3n2)c1 | 15% | 2µM* | 17% | -12% | ? | 3.5µM* | 8.5µM* | ? | 2% | -4 | 3%
COc1ccc(/C=N/NC(=S)NCC2CCCO2)cc1 (stereo not given) | nt | -2% | 6% | 3% | 7% | -3% | -19% | 2.8µM* | -4% | 5 | 11µM*
COc1ccc(-c2csc3ncn(CC(=O)N4CCOCC4)c(=O)c23)cc1 | -2% | -3% | 3% | -2% | -8% | -5% | -7% | 9% | -3% | -4 | 0%
O=C(O)CC/C(=N/NC(=O)CNC(=O)Cc1ccccc1)c1ccccc1 | nt | -4% | -4% | 6% | 0% | 1% | 6% | 25% | -1% | -3 | -5%
CCC(C(=O)OC)n1cnc2c(cnn2-c2ccc(Cl)cc2)c1=O (stereo not given) | 11% | -1% | 10% | -1% | ? | 2% | -7% | 16% | -7% | -18 | 1%
O=C(COC(=O)/C=C/c1cccc([N+](=O)[O-])c1)NCc1ccco1 | -12% | 8% | ? | -8% | -2% | -2% | -4% | 2% | -3% | -9 | -8%
Cc1ccc(OCCC(=O)OCC(=O)Nc2ccc(C)cc2Cl)cc1 | nt | 14% | nt | nt | -3% | 0% | 1% | nt | -4% | 8 | nt
COCCCNC(=O)CN1C(=O)CSc2ccc(S(=O)(=O)N3CCOCC3)cc21 | -23% | 0% | -9% | -1% | 14% | -3% | 3%&-3% | -17% | 8% | 4 | -1%
CN1CCN(c2ccc([N+](=O)[O-])cc2/C=N/NC(=O)c2ccc(F)cc2)CC1 | 11% | 1% | ? | -6% | ? | -1% | 2% | -25% | -2% | -33 | 14%
CC(C)n1ncc2c(C(=O)Nc3ccc(S(C)(=O)=O)cc3)cc(C3CC3)nc21 | nt | -2% | nt | nt | ? | -2% | 3% | nt | 17% | -2 | nt
CC(=O)NC(CC(=O)Nc1ccc(S(=O)(=O)Nc2nccs2)cc1)c1ccccc1 (stereo not given) | nt | -6% | nt | nt | 0.52µM* | -1% | 4% | nt | -4% | 9 | nt
COc1cccc(-c2cc3nc4c(c(N5CCC6(CC5)OCCO6)n3n2)CCCC4)c1 | 15% | -1%[1.84 µM] | 2% | -7% | ? | 2% | ? | 1% | ? | 0 | 0%
CCN1C(=O)C(CC(=O)Nc2ccc(F)cc2)N(Cc2ccco2)C1=S (stereo not given) | 0% | -4% | 0% | 1% | 9% | -7% | -7% | -25% | 6% | 2 | ?
N#Cc1c(Cl)nsc1NCCN1CCOCC1 | 6% | -4% | -4% | nt | -15% | -3% | 0% | -6% | 0% | -1 | 11%
O=C(c1ccc(Cl)c(S(=O)(=O)N2CCOCC2)c1)N1CCCCCC1 | 15% | -1% | -5% | nt | 1% | 1% | -1% | 1% | 0% | -10 | 1%
O=C1CN(S(=O)(=O)c2cccc(Cl)c2Cl)CCN1 | nt | -1% | nt | nt | 14% | -1% | 0% | nt | -2% | -7 | nt
CC(C)(C)c1ccc(-c2noc(-c3ccno3)n2)cc1 | nt | 1.4µM* | nt | 1% | ? | 1.3µM* | 1.9µM* | -15% | -4% | -3 | ?
CC1S/C(=N/N=C/c2ccco2)N(Cc2ccc(F)cc2)C1=O (stereo not given) | nt | 28% | 6% | 1% | 15% | 17% | ? | 39% | -2% | -26 | ?
CC1(C)CC(NS(=O)(=O)c2ccc(C(C)(C)C)cc2)CC(C)(C)N1 | -3% | -3% | 3% | -1% | -3% | 0% | 4% | ? | 1% | 1 | 1%
COc1ccc(N2CCN(c3nc4c(c(=O)n(C)c(=O)n4C)n3CCCc3ccccc3)CC2)cc1 | -7% | -2% | 0% | -4% | 11% | 7% | 4% | 5% | -4% | -2 | 2%
Cc1noc(C)c1COC(=O)CN(C)S(=O)(=O)c1ccc(Cl)cc1 | -18% | -2% | 10% | 6% | 4% | 0% | -17%[2.3 µM] | 2% | 3% | 1 | -13%
COc1ccccc1C1C(C#N)=C(N)Oc2c1c(-c1ccccc1)nn2-c1ccccc1 (stereo not given) | ? | -1% | nt | 7% | -2% | -4% | 3% | 43% | 0% | 9 | ?
O=c1c2ccccc2nc2n1C(CSCc1ccccc1)CS2 (stereo not given) | -4% | -20% | -6% | -12% | ? | -12% | 3% | 25% | 7% | -4 | 6%[0.365 µM]
CNC(=S)NNC(=O)c1ccc(C(C)(C)C)cc1 | nt | ? | nt | -1% | ? | 21% | -9% | 2.2µM* | 7% | -19 | ?
COc1cccc(C(=O)COC(=O)C(C)N2C(=O)c3ccccc3C2=O)c1 (stereo not given) | 1% | 6% | 7% | -1% | 2% | 1% | 2% | -7% | 0% | 7 | 3%
CCN(C(=O)c1ccco1)C1C2CC3CC(C2)CC1C3 (stereo not given) | nt | 6% | -1% | 0% | 1% | 1% | -4% | -10% | 1% | -11 | 0%
O=C(NCc1ccccc1F)c1ccc2c(c1)OCO2 | 9% | 12% | -2% | -1% | ? | 1% | ? | 36% | 0% | -9 | 5%
CC(=O)c1ccc(Sc2ccccc2)cc1 | -1% | -1% | -2% | 1% | 30% | 0% | ? | -29% | 8% | -10 | -13%
COc1cc(OC)c(OC)cc1CN(C)CCc1ccccn1 | 0% | -2% | -3% | -1% | 2% | -1% | -1% | -15% | -2% | -3 | 5%
CC(C)Nc1nnc(SCC(=O)c2c[nH]c3ccccc23)s1 | 16% | 11% | nt | -13% | 12% | 8% | -11% | ? | 5% | 13 | 1%
O=C(CSc1nnnn1C1CCCCC1)Nc1cccc(NC(=O)c2ccco2)c1 | 1% | -9% | -6% | -1% | ? | -1% | 17µM* | -33% | 7% | -13 | 5%
